Bioassay records as filed in PubChem BioAssay.
KinaseGlo FLuc = blocks Kinase-Glo luciferase, a counter-screen artifact; Kinase-Glo luciferase, ATP luminescence, 8 min; Potency, µM (top dose mostly 38.3 µM), for inactives: at the top dose activity change, negative = inhibition, usual class: inhibitors; 0.28% of 200,000 active; AID 1379; note: potency is the fitted concentration of half-maximal effect; % is set by controls: 0 for no effect and ±100 for the full control effect; nearly all actives have a fitted effect of over 60% in size
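Light output from Kinase-Glo luciferase with luciferin and 10 uM ATP in 50 mM imidazole pH 7.2, KCl, MgCl2, Tween 20, BSA; compound pin-delivered, 8-min ambient incubation, then luminescence read.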
Epigenetic reg = epigenetic control regulation, reporter derepression. murine LDR cells, GFP reporter derepression, 30 h. Potency, µM (series often up to 53.9 µM), for the others: top-dose GFP activation, most hits filed as activators. 0.2% of 280,000 active; note: potency is the fitted concentration of half-maximal effect; % of control where 0% means no effect; nearly all actives have a fitted effect of over 60% in size
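Readout is the number of GFP-expressing murine LDR cells, counted by cytometry following washing. Cells were treated with compound for 30 h at 37 C; the stably integrated CMV-GFP locus is normally silent.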
LMNA splice mod = changes lamin A minigene splicing in HeLa cells | HeLa LMNA splicing GFP/RFP minigene ratio, 48 h | Potency, µM (top dose mostly 46.1 µM), for the others: top-dose ratio change, negative = inhibition, actives largely listed as inhibitors | 0.01% of 200,000 active; active = well fitted inhibition curve with a large enough effect in the signal ratio, with a control signal flat, not every such curve was filed as active; inconclusive = small, poorly fitted or top-dose-only effect, or effect the other way, or a change in a side signal; the % refers to the signal ratio; note: potency is the fitted concentration of half-maximal effect; % is set by controls: 0 for no effect and ±100 for the full control effect
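S3 HeLa stable clones carrying a lamin A-EGFP splicing minigene plus DsRed2 were seeded at 600 cells/well in Opti-MEM with 2% FBS, pin-dosed and incubated 48 h at 37°C. Acumen cytometry (488 nm) gave the GFP/RFP total-intensity ratio.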
NPSR antag = antagonists of human neuropeptide S receptor cAMP signaling | Q6W5P4 | CHO-NPSR cells, cAMP TR-FRET, antagonist mode | Potency, µM (top dose mostly 38.3 µM), inactives show at the top dose activity change, negative = inhibition, actives largely listed as inhibitors | 1% of 220,000 active | AID 1461; note: potency is the fitted concentration of half-maximal effect; % is set by controls: 0 for no effect and ±100 for the full control effect; nearly all actives have a fitted effect of over 50% in size; many of its hits are not listed in these tables
IMPase Li inh = IMPase inhibition in cells with lithium potentiation; CHO-M1 cells, IP1 TR-FRET (IP-One), carbachol + lithium; Potency, µM (titrated, usually from 59.4 µM), inactives show at the highest dose activity, negative = IMPase inhibition, usual class: inhibitors; 0.35% of 210,000 active; AID 1457;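 note: IP1 builds up when IMPase is blocked and the TR-FRET signal falls; potency is the fitted concentration of half-maximal effect; plate controls were basal vehicle for no effect and high inhibitor control for full effect; nearly all actives have a fitted effect of over 50% in size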
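Test compounds were applied to CHO-M1 cells previously cultured for 16–30 h at 2000 per well. A small lithium amount accompanied them; after 30 min at 37C, IP1 was quantified by TR-FRET.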
GLA spleen mod = inhibitors or activators of human alpha-galactosidase in spleen homogenate | 0.008% of 240,000 active | P06280 | Potency, µM (series often up to 80 µM), for inactives: at the highest dose activity change, negative = inhibition, actives largely listed as inhibitors | human spleen homogenate, 4MU-alpha-Gal fluorescence, 40 min;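 note: potency is the fitted concentration of half-maximal effect; 0% = enzyme with vehicle and -100% = no enzyme basal signal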
Target sequence (P06280 32-429 limits assumed): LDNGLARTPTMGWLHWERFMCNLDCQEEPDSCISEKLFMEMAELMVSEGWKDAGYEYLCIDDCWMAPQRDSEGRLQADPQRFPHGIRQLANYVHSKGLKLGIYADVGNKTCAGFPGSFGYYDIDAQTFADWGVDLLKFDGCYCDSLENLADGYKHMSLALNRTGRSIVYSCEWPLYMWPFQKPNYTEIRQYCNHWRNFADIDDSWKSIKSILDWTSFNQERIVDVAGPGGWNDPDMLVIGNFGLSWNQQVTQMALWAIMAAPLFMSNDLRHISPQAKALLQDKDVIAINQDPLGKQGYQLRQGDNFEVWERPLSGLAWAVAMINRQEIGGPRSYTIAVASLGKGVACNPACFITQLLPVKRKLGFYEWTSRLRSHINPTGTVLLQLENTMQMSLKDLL
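Human spleen homogenate (1 ug) was the enzyme source, with 4-methylumbelliferyl-alpha-D-galactopyranoside (1 mM final) in pH 5.0 citrate buffer with 0.01% Tween-20. Compounds were titrated; after 40 min at 37C, NaOH/glycine stop, 4-MU fluorescence read; AC50 from Hill fits.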
CBFb-RUNX1 inh = inhibitors of human CBF-beta and RUNX1 interaction; Potency, µM (highest dose often 59.8 µM), for inactives: top-dose activity, negative = inhibition, most hits filed as inhibitors; 230,000 tested, under 10 active; Q01196+Q13951; AlphaScreen CBFb-His/RUNX1-biotin binding, biochemical; note: % of control where 0% means no effect
Target sequence (Q01196 whole entry, looked up): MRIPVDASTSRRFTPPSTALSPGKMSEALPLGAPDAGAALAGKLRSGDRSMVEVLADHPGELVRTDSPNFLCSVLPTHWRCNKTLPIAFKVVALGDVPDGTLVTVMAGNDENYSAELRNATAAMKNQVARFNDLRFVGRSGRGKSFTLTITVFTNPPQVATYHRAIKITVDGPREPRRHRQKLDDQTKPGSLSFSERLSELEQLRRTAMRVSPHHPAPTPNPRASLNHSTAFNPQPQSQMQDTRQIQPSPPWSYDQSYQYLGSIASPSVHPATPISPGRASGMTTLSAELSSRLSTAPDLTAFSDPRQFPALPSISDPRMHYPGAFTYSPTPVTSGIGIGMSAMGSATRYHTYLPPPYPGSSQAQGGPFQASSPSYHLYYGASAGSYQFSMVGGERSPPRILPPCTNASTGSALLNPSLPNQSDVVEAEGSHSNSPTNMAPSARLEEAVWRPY
Target sequence (Q13951 whole entry, looked up): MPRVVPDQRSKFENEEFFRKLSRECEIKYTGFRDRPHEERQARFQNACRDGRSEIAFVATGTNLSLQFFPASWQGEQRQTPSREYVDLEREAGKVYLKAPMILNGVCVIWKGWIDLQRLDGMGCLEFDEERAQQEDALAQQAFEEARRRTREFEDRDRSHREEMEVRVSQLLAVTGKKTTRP
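Proteins preincubated together for 20 min at RT before compound addition; 15 min later, nickel and streptavidin beads were added and left 90 min prior to AlphaScreen measurement.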
* hit, by the source's call; ? = inconclusive; · = no result given; & = joins results of further samples; [ ] = dose if it differs, or a comment. Unless noted, calls come from the whole dose curve; as a rule, active = well fitted curve in the direction sought with a large enough effect; inconclusive = small, poorly fitted or top-dose-only effect, or another doubt; inactive = no such curve, though single readings can be large; an effect the other way counts as inactive or inconclusive.

no.	SMILES	KinaseGlo FLuc	Epigenetic reg	LMNA splice mod	NPSR antag	IMPase Li inh	GLA spleen mod	CBFb-RUNX1 inh
1	O=C(c1ccc(F)cc1)C1CCN(S(=O)(=O)c2ccccc2)CC1	-0.8%	4.3%	1.1%[46 µM]	7.3%	10.9%	5.8%	11.7%
2	O=C(Cn1nnc(-c2ccccc2NC(=O)c2ccccc2F)n1)NC1CCCC1	5.4%	12.6%	-12.8%[46 µM]	-39.0%	?	-1.4%	-0.5%
3	Cc1ccc(C(=O)NCC(=O)OCC(=O)NC2CCCC(C)C2C)s1 (stereo not given)	2.9%	-3.4%	-11.3%[46 µM]	3.8%	14.8%	2.3%	12.3%
4	Cc1cc(C(=O)OCC(=O)Nc2cccnc2Cl)c2ccccc2n1	1.7%	-0.4%	?	3.0%	3.2%	3.0%	2.8%
5	CC(=O)N1CCc2ccc(S(=O)(=O)N3CC(C)OC(C)C3)cc21 (stereo not given)	2.2%	-1.6%	?	17.1%	-8.3%	7.1%	?
6	COc1ccc(CCNc2ccc(N3C(=O)CC(C)C3=O)cc2[N+](=O)[O-])cc1 (stereo not given)	·	-0.2%	·	4.7%	4.9%	-6.6%	-2.7%
7	O=C(/C=C/c1ccccc1)N1CCC[C@H]1CO	8.3%	1.0%	-2.6%	12.0%	2.3%	5.1%	4.0%[2.36 µM]
8	COc1ccc2cc(S(=O)(=O)n3cnc(C)c3)ccc2c1	0.8%	2.2%	·	1.6%	9.4%	-6.3%	5.4%

Some of the entries above in a different format.
Results follow in this order: KinaseGlo FLuc, Epigenetic reg, LMNA splice mod, NPSR antag, IMPase Li inh, GLA spleen mod, CBFb-RUNX1 inh
1) O=C(c1ccc(F)cc1)C1CCN(S(=O)(=O)c2ccccc2)CC1
  -0.8%, 4.3%, 1.1%[46 µM], 7.3%, 10.9%, 5.8%, 11.7%
2) O=C(Cn1nnc(-c2ccccc2NC(=O)c2ccccc2F)n1)NC1CCCC1
  5.4%, 12.6%, -12.8%[46 µM], -39.0%, ?, -1.4%, -0.5%
3) Cc1ccc(C(=O)NCC(=O)OCC(=O)NC2CCCC(C)C2C)s1 (stereo not given)
  2.9%, -3.4%, -11.3%[46 µM], 3.8%, 14.8%, 2.3%, 12.3%
4) Cc1cc(C(=O)OCC(=O)Nc2cccnc2Cl)c2ccccc2n1
  1.7%, -0.4%, ?, 3.0%, 3.2%, 3.0%, 2.8%

Additional structures follow.
no.	SMILES	KinaseGlo FLuc	Epigenetic reg	LMNA splice mod	NPSR antag	IMPase Li inh	GLA spleen mod	CBFb-RUNX1 inh
9	CCOc1cccc2cc(-c3csc(NC(=O)CCC(=O)N4CCC(C)CC4)n3)c(=O)oc12	1.6%	-1.0%	0.0%	?	12.1%[38.3 µM]	-3.4%	-2.5%
10	CCCOc1ccc(-c2nc[nH]c2[N+](=O)[O-])cc1	5.3%	1.1%	?	7.5%	3.1%	-4.3%	-8.0%
11	Cc1ccc(CNC(=O)c2cc3c(C)nc4ccccc4c3o2)cc1	2.8%	-0.8%	?	?	44.0%[activator][38.3 µM]	4.5%	7.4%
12	NC(=O)C1CCN(C(=O)c2ccc(C(F)(F)F)cc2)CC1	-0.4%	0.3%	-0.5%	-1.4%[46.1 µM]	-4.1%[38.3 µM]	3.0%	-1.6%
13	O=C(NCCc1c[nH]c2ccccc12)C(F)(F)C(F)F	5.7%	-1.1%	-1.4%	0.2%[46.1 µM]	2.0%[38.3 µM]	-4.3%	0.7%
14	COc1cc(/C=N/NC(=O)c2cccnc2)ccc1OS(=O)(=O)c1ccc(C)cc1	1.8%	1.5%	?	-4.2%	7.9%	-11.3%	1.7%
15	CC1OC(n2cc(F)c(=O)[nH]c2=O)C(O)C1O (stereo not given)	0.6%	-0.8%	?	·	5.2%	5.7%	·
16	CCOc1ccc(NC(=O)N(C2CCCCCC2)C2CCN(C(C)=O)CC2)cc1	-3.6%	-1.5%	2.4%	-13.6%[46.1 µM]	-1.2%[38.3 µM]	6.4%	-6.4%
17	CN1CCN(C2=Cc3ccccc3Sc3cc(F)c(Cl)cc32)CC1	-0.6%	-5.2%	-15.1%	?	18.7%	-3.8%	4.3%
18	Cc1cc(C)n(-c2ccc(S(=O)(=O)N3CCCC3)cc2[N+](=O)[O-])n1	·	-3.0%	·	11.7%	·	-0.5%	-1.3%
19	CC(C)(C)N(Cc1ccccc1)C(=O)COC(=O)Cn1cnc2ccccc2c1=O	3.5%	0.5%	?	-15.2%	10.6%	4.9%	9.3%
20	O=C(/C=C/c1ccc(O)c(O)c1)OC(Cc1ccc(O)c(O)c1)C(=O)O (stereo not given)	0.4%&-7.8%	2.4%&-0.5%	·	·	22.8%&18.9%	9.9%&-15.2%	?
21	Cc1ccc(CNC(=O)c2cnccn2)cc1	0.6%	1.0%	10.7%	7.5%	-4.3%	1.7%	9.7%
22	N#C/C(=N/Nc1ccccc1F)C(=N)N1CCOCC1	-1.8%	3.2%	3.7%	-8.3%[46.1 µM]	5.7%[38.3 µM]	-12.3%	-3.3%
23	O=C(Cc1ccc(Cl)c(Cl)c1)Nc1ccccc1N1CCOCC1	1.6%	-3.3%	?	-32.5%	12.2%	5.9%	1.7%
24	CCOc1ccc2nc(N3C(=O)/C(=C/c4ccc(Cl)cc4)NC3=S)sc2c1	-0.3%	1.0%	-3.9%	-3.3%[46.1 µM]	10.4%	-10.5%	1.6%
25	c1coc(CNc2ncnc3[nH]ncc23)c1	·	3.0%	·	-28.3%	·	3.0%	10.5%
26	CC1(OC(=O)CCc2ccccc2)C(=O)C=C2C=C(c3ccc(C#N)cc3)OC=C2C1=O (stereo not given)	-6.2%	-1.1%	·	·	-0.5%	-3.9%	-15.4%
27	COC(=O)c1ccccc1N(C)S(C)(=O)=O	-2.5%	0.9%	-8.0%	-3.4%[46.1 µM]	12.8%[38.3 µM]	-5.7%	8.1%
28	O=C(CN(Cc1ccco1)C(=O)c1ccccc1)Nc1ccc(Cl)c(Cl)c1	-2.2%	-0.9%	?	-19.9%[46.1 µM]	7.8%[38.3 µM]	16.9%	-1.0%
29	O=C(CNC(=O)c1ccco1)N/N=C/c1ccccc1[N+](=O)[O-]	10.7%	-1.3%	·	7.6%	-8.1%	8.1%	7.6%
30	Cc1cccc(Nc2nc(N)c([N+](=O)[O-])c(NCCO)n2)c1	·	-0.8%	·	7.6%	·	-6.3%	-1.4%
31	CC(C)(C)NC(=O)C(c1ccc(O)cc1)N(C(=O)CCC(=O)Nc1nccs1)c1ccc(F)cc1 (stereo not given)	2.6%	-1.0%	12.1%[46 µM]	-11.7%	4.9%	6.5%	-1.1%
32	COc1ccc2nc3sc(C(=O)NCc4cccs4)c(N)c3cc2c1	-8.4%	-4.2%	?	-25.6%[46.1 µM]	?	13.0%	-28.0%

Single records (already shown). Order of values: KinaseGlo FLuc, Epigenetic reg, LMNA splice mod, NPSR antag, IMPase Li inh, GLA spleen mod, CBFb-RUNX1 inh
Shown for `O=C(CN(Cc1ccco1)C(=O)c1ccccc1)Nc1ccc(Cl)c(Cl)c1` : -2.2%, -0.9%, ?, -19.9%[46.1 µM], 7.8%[38.3 µM], 16.9%, -1.0%
Shown for `CC1(OC(=O)CCc2ccccc2)C(=O)C=C2C=C(c3ccc(C#N)cc3)OC=C2C1=O` (stereo not given) : -6.2%, -1.1%, ·, ·, -0.5%, -3.9%, -15.4%

Next part.
no.	SMILES	KinaseGlo FLuc	Epigenetic reg	LMNA splice mod	NPSR antag	IMPase Li inh	GLA spleen mod	CBFb-RUNX1 inh
33	CN(C)S(=O)(=O)c1cccc(NC(=S)N/N=C/c2cc(Br)ccc2O)c1	·	13.6%	·	-42.0%	·	-2.1%	?
34	COc1cccc(CNC(=O)CCC2CCCN(C(=O)C3CCOCC3)C2)c1 (stereo not given)	·	-2.9%	·	4.0%	·	-1.1%	-1.7%
35	O=C(Nc1ccc(S(=O)(=O)N2CCOCC2)cc1)c1cc(-c2cc(Cl)ccc2O)n[nH]1	·	12.0%	·	?	·	0.8%	9.6%
36	C=CCN1C(=O)C2C(C(=O)NCc3ccccc3)C3C=CC2(O3)C1C(=O)NC(C)(C)C (stereo not given)	-2.2%	-1.2%	8.8%	1.3%[46.1 µM]	-11.8%[38.3 µM]	8.0%	1.9%
37	Cc1cc(C)nc(SCC(=O)Nc2ccccc2[N+](=O)[O-])n1	0.2%	-1.1%	15.8%	-6.6%[46.1 µM]	2.3%[38.3 µM]	-8.2%	-5.4%
38	O=C(Nc1ccc(C(=O)N2CCOCC2)cc1)c1cnn2c(C(F)F)cc(-c3ccccc3)nc12	-3.3%	0.0%	·	4.9%	34.0%[activator]	14.6%	0.7%
39	CC1=C(C(=O)OCc2ccccc2)C(c2ccco2)n2ncnc2N1 (stereo not given)	-0.6%	1.3%	-28.9%	2.1%[46.1 µM]	9.2%[38.3 µM]	1.8%	-4.4%
40	CCC(=O)c1c[nH]c(C(=O)N2CCN(c3ccccc3)CC2)c1	-1.9%	2.3%	33.3%[46 µM]	-3.2%	2.9%	-20.8%	-5.1%
41	C=CCn1cccc(C(=O)Nc2cc(OC)c(OC)c(OC)c2)c1=O	0.9%	-0.5%	-19.5%[46 µM]	14.2%	13.8%	4.4%	2.6%
42	COC(=O)c1ccc(C(=S)N2CCOCC2)cc1	9.6%	-0.9%	-0.3%	-7.5%[46.1 µM]	-9.5%	3.7%	6.1%
43	CCOC(=O)/C=C1\NC(=O)CS1	2.6%	0.0%	4.2%	-8.6%[46.1 µM]	23.1%[38.3 µM]	0.5%	0.8%
44	O=C(CSc1nc2ccccc2[nH]1)Nc1ccc(F)cc1	1.3%	-1.6%	6.4%	-4.8%[46.1 µM]	7.5%[38.3 µM]	1.6%	2.6%
45	Cc1cccc(NC(=S)N2CCCCCC2)c1	0.5%	0.0%	-3.7%	-2.0%	-3.1%	-0.7%	-0.9%
46	COc1ccc(-c2nc(N/N=C(\C)c3ccc(O)cc3)c3ccccc3n2)cc1	·	-0.3%	·	7.5%[7.67 µM]	·	15.0%	-10.2%
47	CNC(=S)N1N=C(c2ccc(C)cc2)CC1c1cc(OC)ccc1OC (stereo not given)	1.0%	6.9%	0.6%[46 µM]	-32.1%	9.3%	-0.4%	-27.0%
48	CC(=O)Nc1ccc(C(=O)NC2CCCC2)cc1	0.1%	-2.1%	-3.0%	-1.9%[46.1 µM]	18.3%[38.3 µM]	-3.6%	0.7%

This is a subset, so the mix of outcomes need not match the whole.
